RBX1-CUL1 inh: inhibitors of human ROC1-CUL1 ubiquitin ligase activity; inhibition, % at 10 µM; in vitro K48 di-Ub FRET, acceptor:donor ratio, 45 min; hit rate 0.6% among 140,000; in the data active means inhibition above about 25%
Target sequence (P62877 whole entry, looked up): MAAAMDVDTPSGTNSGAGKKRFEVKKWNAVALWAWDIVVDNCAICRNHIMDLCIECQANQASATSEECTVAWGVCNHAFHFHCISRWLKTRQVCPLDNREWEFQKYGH
Target sequence (Q13616 whole entry, looked up): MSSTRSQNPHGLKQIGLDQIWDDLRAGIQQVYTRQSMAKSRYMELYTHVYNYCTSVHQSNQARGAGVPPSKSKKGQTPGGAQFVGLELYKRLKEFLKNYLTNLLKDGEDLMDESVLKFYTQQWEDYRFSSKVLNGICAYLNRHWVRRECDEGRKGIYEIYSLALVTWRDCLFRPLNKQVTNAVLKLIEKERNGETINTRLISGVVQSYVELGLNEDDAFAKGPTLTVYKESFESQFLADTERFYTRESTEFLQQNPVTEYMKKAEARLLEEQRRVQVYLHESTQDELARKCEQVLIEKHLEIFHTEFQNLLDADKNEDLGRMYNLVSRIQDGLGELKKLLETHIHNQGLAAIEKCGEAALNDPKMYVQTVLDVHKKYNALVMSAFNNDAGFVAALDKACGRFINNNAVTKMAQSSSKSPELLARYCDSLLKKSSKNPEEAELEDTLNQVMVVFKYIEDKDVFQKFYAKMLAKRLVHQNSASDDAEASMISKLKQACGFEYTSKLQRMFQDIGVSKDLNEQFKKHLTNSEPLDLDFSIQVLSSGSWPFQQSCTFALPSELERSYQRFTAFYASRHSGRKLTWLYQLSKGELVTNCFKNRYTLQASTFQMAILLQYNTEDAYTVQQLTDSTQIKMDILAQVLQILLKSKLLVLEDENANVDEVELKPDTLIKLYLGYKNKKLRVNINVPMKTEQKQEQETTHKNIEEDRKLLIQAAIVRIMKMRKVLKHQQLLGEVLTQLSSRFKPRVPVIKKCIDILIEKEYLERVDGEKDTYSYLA
* hit, by the source's call. An excerpt. The share of hits here may be higher or lower than overall.

SMILES	RBX1-CUL1 inh
CCNNc1ccncc1S(=O)(=O)N1CCCCC1	-1
Cc1cc(C)cc(NC(=O)c2cccc3c2C(=O)N(C2CCCCC2)C3)c1	3
c1cc2c(s1)COCc1sccc1-2	45*
CCc1ccc(C2c3c(-c4cc(C)ccc4O)n[nH]c3C(=O)N2CCO)cc1 (stereo unspecified)	0
COc1ccc(CC(=O)NCC2CCCN(C(=O)c3cn4c(C)cccc4n3)C2)cc1 (stereo unspecified)	-2
O=C(CCC1(Cc2ccco2)CCC(=O)N1)NC1c2ccccc2-c2ccccc21 (stereo unspecified)	-4
CC1=NC(c2ccncc2)=NC(C(F)(F)F)(C(F)(F)F)C1C#N (stereo unspecified)	-2
Fc1cccc(-c2nn3c(-c4ccccn4)nnc3s2)c1	10
COc1ccc(-c2csc(N=Nc3c(O)[nH]c4ccccc34)n2)cc1OC	9
CCn1c2ccccc2c2cc(/C=C/C(=O)c3cccs3)ccc21	1
COCc1ccc(CNC2CCCN(Cc3cccc(OC)c3)C2)o1 (stereo unspecified)	12
CCc1ccc(NC(=O)C2CCN(S(=O)(=O)c3ccc4[nH]c5c(c4c3)CCCCC5)CC2)cc1	6
CN(CCc1ccccn1)c1ccc(C(=O)N2CCCC(Cn3ccnc3)C2)cn1 (stereo unspecified)	-16
COc1ccccc1C(=O)N(C)c1nc(-c2ccccc2)cc(-c2ccccc2)c1C#N	4
NC1=NNC(=O)C1N=Nc1cccc(C(F)(F)F)c1 (stereo unspecified)	12
COc1ccc(Cc2nnc(SCC(=O)Nc3cccc(OC)c3)n2C)cc1	5
CC(=O)N1CCN(c2ccccc2F)CC1	1
O=C(Nc1cccc(C(=O)OCc2cc(=O)n3c4c(sc3n2)CCCC4)c1)c1cccc(F)c1	-3
CC(C)(CO)NCc1ccc(-c2ccc(Cl)cc2)o1	8
COc1cccc2c1OCCCN(C(=O)c1cc(Cn3ccnc3C(C)C)[nH]n1)C2	2

Continued, starting with the last 2 of the part before.
SMILES	RBX1-CUL1 inh
CC(C)(CO)NCc1ccc(-c2ccc(Cl)cc2)o1	8
COc1cccc2c1OCCCN(C(=O)c1cc(Cn3ccnc3C(C)C)[nH]n1)C2	2
CCc1ccccc1NC(=O)Nc1ccc(F)cc1F	6
CCN1CCN(CC(O)CN2CCn3c4c(c5cc(C6CCCCC6)ccc53)CCCC42)CC1 (stereo unspecified)	4
CC(=O)c1ccc2n1C/C(=C1/CCn3c(C(C)=O)ccc31)C2=O	9
Cc1ccc(C)c(CN2C(=O)C(O)(c3c(C)[nH]c4ccccc34)c3ccccc32)c1 (stereo unspecified)	4
COc1cc(OC)c([C@@H]2C[C@H]3CN(C4CCCC4)C(=O)[C@]34CCCN24)cc1OC	2
Cc1ccc(-n2nc(C(=O)N(C)c3ccc(C)c(C)c3)c3c4ccccc4n(C)c3c2=O)cc1	1
NC(=O)CSc1n[nH]c(-c2ccncc2)n1	-5
O=C1CC(=O)c2sc(Nc3cccc(Cl)c3)nc2N1	-6
Cc1ccc2c(c1)C(Cc1nc3ccccc3c(=O)n1-c1ccccc1)C(=O)N2C (stereo unspecified)	-4
CCCCOc1ccc(C(=O)N2CC(=O)Nc3ccc(Br)cc3C2c2ccc(F)cc2)cc1 (stereo unspecified)	7
CCN(CC)S(=O)(=O)c1ccc(C(=O)NCCSc2c(-c3ccccc3)[nH]c3ccccc23)cc1	-5
COc1ccc(C2c3c(n[nH]c3C)OC(=N)C2C#N)cc1CSc1ccccn1 (stereo unspecified)	4
COc1ccc2c(c1OC)CCC2=O	6
COCCNC(=O)C1CC(c2ccc(Cl)c(Cl)c2)=NO1 (stereo unspecified)	-3
O=C1NC(c2cc(Br)cc(Br)c2O)C(C(=O)c2ccccc2)C(O)(C(F)(F)F)N1 (stereo unspecified)	2
CCN1C(=O)/C(=C/c2ccc(OC)c(OC)c2)N=C1SCC(=O)NC1CCCCC1	0
CC(=O)Nc1ccc(C(=O)CSc2ccc(C(C)(C)C)cc2)cc1	1
CC(C)(C)NC(=O)c1ccc(S(=O)(=O)N2CCCC2C(=O)NC(C)(C)C)cc1 (stereo unspecified)	0
COc1cccc(N2CCN(c3ncc4c(n3)CCN(Cc3ccc(Br)cc3)C4)CC2)c1	2
CC(=O)C1C(C)=NC2=C(C(=O)c3ccccc32)C1c1ccc(C)cc1 (stereo unspecified)	8
O=C(Cn1c(=O)n(-c2ccc(F)cc2)c(=O)c2sc3ccccc3c21)NC1CCCC1	-16
CCCN1CCN(c2ccc(-c3nc(CC(C)C)no3)cn2)CC1	-2
COC(=O)C(NC(C)=O)(Nc1nc2ccccc2s1)C(F)(F)F (stereo unspecified)	0
Cc1ccc(S(=O)(=O)Nc2ccc(NC(=O)c3ccc(F)cc3)cc2)cc1	-7
CC(C)CCn1c(C(C)C)nc([N+](=O)[O-])c1Sc1ccccc1	8
COc1ccc(OCc2nc(C#N)c(NCc3ccc(F)cc3)o2)cc1	3
Cc1ccc(-n2nc(C(=O)N3CCCC3)nc2-c2ccccc2)cc1	-6
COc1cccc2sc(NC(=O)c3ccc4c(c3)OCCO4)nc12	5
CC(C)(C)c1ccc(C2C(C(=O)c3ccc4c(c3)OCCO4)C(=O)C(=O)N2Cc2cccnc2)cc1 (stereo unspecified)	7
Cc1ccn2c(=O)cc(CSc3nnc(NC(=O)c4ccccc4Cl)s3)nc2c1	2
Cc1cccc(CN2C[C@H](O)[C@@H](N3CCN(c4ccccn4)CC3)C2)c1	-7
N#Cc1c(N)nc2sc(C(=O)C34CC5CC(CC(C5)C3)C4)c(N)c2c1-c1cccs1	4
CCOc1ccccc1NC(=O)C1C(C)=NC(=S)NC1c1ccc(OC)cc1OC (stereo unspecified)	15
COc1cc(S(=O)(=O)n2ccnc2C)ccc1Br	3
Cc1cc(/C=N/NC(N)=S)c(C)n1-c1ccc2ncccc2c1	4
Cc1ccc(-c2cnc3c(=O)[nH]c(=O)[nH]c3n2)cc1	-2
Cn1nccc1C(=O)C#Cc1ccccc1	62*
CCOc1ccc(CNC(=O)CCn2c(=O)c3cccn3c3ccc(F)cc32)cc1	4
Cc1ccc(S(=O)(=O)N2CCOCC2)cc1C(=O)N1c2ccccc2Sc2ccccc21	2
COC(=O)c1nn(-c2ccc(OC)cc2)c(=O)c2c(N)sc(C)c12	-6
CC(C)NC(=O)N1CCN(S(=O)(=O)c2ccc3c(ccn3C)c2)CC1	-1
Cc1noc(C)c1C(=O)N1CCN(Cc2c(Cl)cccc2Cl)CC1	-10
CN(Cc1ccccc1)C1CCCN(C(=O)CCc2ccc3c(c2)OCO3)C1 (stereo unspecified)	2
O=C1c2ccccc2C(=O)N1CC(O)CNc1ccc(Br)cc1 (stereo unspecified)	-4
CCOc1ccccc1Nc1nc2c(S(=O)(=O)c3ccc(C)cc3)nnn2c2ccsc12	-3
CC(C)Cn1cc(C(=O)NCc2nc(-c3ccccc3)cs2)c(=O)c(C(=O)N2CCCCCC2)c1	-2
Cc1ccc(CCNC(=O)c2ccc(Cn3c(=O)c4cccn4c4cccnc43)cc2)cc1	-9
CN1CCN(C(=O)c2cccc(OCCOc3ccccc3)c2)CC1	1
CC(=O)c1ccc(NC(=O)c2ccc(C(C)(C)C)c(Br)c2)cc1	3
CCOC(=O)N1CCN(C(=S)NC(C)(C)C)CC1	5

More compounds follow.
SMILES	RBX1-CUL1 inh
Cc1ccc(-n2nnc(C(=O)Nc3c(C)cccc3C)c2C)cc1Cl	13
CCOC(=O)c1c(C)[nH]c(C)c1S(=O)(=O)N(C)CC(=O)N1CCN(c2ccccc2OC)CC1	1
CC1=CC(Br)C=NC1=O (stereo unspecified)	-7
C=CCNC(=O)CCC1(Cc2ccc(OC)cc2F)CCC(=O)N1 (stereo unspecified)	-3
COc1cccc(N2C(=S)NC(C)(C)C=C2C)c1	-3
CCc1cccc(NC(=O)Cn2cc(C(=O)c3ccncc3)c(=O)c3cc(C)c(C)cc32)c1	-12
CC(=O)c1ccc(NC(=O)Cn2ncc3c4ccccc4n(Cc4ccccc4)c3c2=O)cc1	7
O=C(NC1CCC1)c1ccc(C2CCCN2C(=O)CCc2ccsc2)s1 (stereo unspecified)	10
CCC(=O)N1c2ccccc2CC1C(=O)NCCCN1CCN(c2ccc(F)cc2)CC1 (stereo unspecified)	-7
COc1ccc(CC(=O)N/N=C/c2ccccc2[N+](=O)[O-])cc1	-4
CCc1cc(I)ccc1NC(C)=O	4
O=C(c1ccc2nc(C3CC3)oc2c1)N(Cc1ccccn1)CC1CCCO1 (stereo unspecified)	0
CCOC(=O)N1CCc2c(sc3nc4n(c(=O)c23)N=C(c2ccc(Cl)cc2)CS4)C1	-3
COc1ccccc1CN1CCC(CN(CC(C)C)C(=O)C(NC(C)=O)C(C)C)CC1 (stereo unspecified)	-7
CCN(Cc1ccccc1)C(=O)Cn1c(=O)n(-c2ccccc2)c(=O)c2c1c1cc(C)ccc1n2C	-4
O=C(COC(=O)c1cc(-c2ccccc2)nc2ccccc12)c1ccccc1Cl	3
Cc1c(C)n(Cc2ccc(Cl)cc2)c2ccc(C(=O)NCCc3ccc(S(N)(=O)=O)cc3)cc12	-3
COc1ccccc1N1CCN(C(=O)c2cc(-c3ccc(F)cc3)on2)CC1	3
COc1cc(NC(=O)Cn2ccn(-c3cc(C)cc(C)c3)c(=O)c2=O)cc(OC)c1	4
Cc1cc2c(cc1C)CN(c1cccc(C(=O)N/N=C/c3ccc4c(c3)OCO4)c1)C2	2
N=C1/C(=C\c2ccc(OC(=O)c3ccc(F)cc3)c(Cl)c2)C(=O)N=C2SC(c3ccco3)=NN12	13
Cc1cc(N2CCOCC2)ncc1[N+](=O)[O-]	2
CC(C)OCCCN(C)C1CCN(S(=O)(=O)c2csc(C(N)=O)c2)CC1	-4
COc1cc(OC)nc(-n2nc(SC)c(C#N)c2N)n1	4
COc1ccc(OC)c(-c2cc(Cl)c3c(c2)CC(CNC(=O)C2CCCO2)O3)c1 (stereo unspecified)	2
COC(=O)c1cccc(Nc2nn3c(=O)c4cc5c(cc4nc3s2)OCO5)c1	1
Cc1ccccc1Cn1c(=O)n(CC2CCC(C(=O)N3CCOCC3)CC2)c(=O)c2sccc21 (stereo unspecified)	3
CCOc1ccc(Br)cc1C1NC(=O)c2c(sc3c2CCN(C)C3)N1 (stereo unspecified)	11
COc1ccc(/C=N/NC(=O)c2ccccc2O)cc1Cn1cc(Cl)cn1	-1
CCOC(=O)C(NC(=O)CC)(Nc1sc2c(c1C(=O)OC)CCN(C)C2)C(F)(F)F (stereo unspecified)	3
O=c1sc2nc3ccccc3nc2sc1=O	-5
O=C(NNC(=O)c1ccccc1O)c1ccc(I)cc1	-5
CCOC(=O)C(CC)(CC)C(=O)/C=C/c1ccc(N(C)C)cc1	5
Cc1cc(O)ccc1NC(=O)c1ccccc1C(=O)O	12
CC(=O)c1c(C)nc2nc(-c3ccccc3Cl)nn2c1C	1
Clc1cc2c(c3ncccc13)OCN(Cc1ccco1)C2	3
Cc1cc(C)c(Cn2c3ccccc3c3cnn(CC(=O)N4CCCCC4)c(=O)c32)c(C)c1	0
Cc1cc(C(F)(F)F)nc2sc(C(=O)c3ccccc3)c(N)c12	13
Cc1nn(C)cc1CN(C)C(=O)c1cc2ccccc2oc1=O	1
Cn1ccc(C(=O)N/N=C/c2c[nH]c3ccccc23)n1	2
CC(=O)N1c2ccc(S(=O)(=O)NCC3CCC(C(=O)NCCC(C)C)CC3)cc2CC1C (stereo unspecified)	-7
Cc1cc(C(F)(F)F)nn1CC(=O)N1N=C2/C(=C/c3ccc4c(c3)OCO4)CCCC2C1c1ccc2c(c1)OCO2 (stereo unspecified)	-7
CN(C)C(=O)Cc1csc2ccc(Cl)cc12	0
CCOc1ccccc1NC(=O)c1c(NC(=O)COc2ccc(Cl)cc2)sc2c1CCCCC2	1
O=C(Cc1ccc(F)cc1)NCCc1csc(-c2ccc(C(F)(F)F)cc2)n1	-6
CSc1ccc(CCNC(=O)C2CCN(c3ncnc4c3nc3n4CCCCC3)CC2)cc1	-4
Cc1c(C(=O)Nc2nc(-c3ccc(F)cc3)ns2)oc2ccc(Br)cc12	-3
CCN1C(=O)/C(=C/c2ccc(Cl)c(Cl)c2)N=C1SCC(=O)Nc1ccc(Cl)cc1	0
CSc1nc2nc(C)c(C)nc2c(=O)n1C	-10
Cn1c(N=NC(=O)c2ccccc2)c(O)c2ccccc21	5

A draw from above in order of length of the SMILES, falling.
SMILES	RBX1-CUL1 inh
Cc1cc(C(F)(F)F)nn1CC(=O)N1N=C2/C(=C/c3ccc4c(c3)OCO4)CCCC2C1c1ccc2c(c1)OCO2 (stereo unspecified)	-7
CC(=O)N1c2ccc(S(=O)(=O)NCC3CCC(C(=O)NCCC(C)C)CC3)cc2CC1C (stereo unspecified)	-7
CCOc1ccccc1NC(=O)c1c(NC(=O)COc2ccc(Cl)cc2)sc2c1CCCCC2	1

(further entries)
SMILES	RBX1-CUL1 inh
c1ccc(C2=Nc3cccnc3-c3ncccc3N2)cc1	4
CS(=O)(=O)N(CCC#N)Cc1ccc(C=C2C(=O)c3ccccc3C2=O)o1	7
O=C(Nc1cccc(C2OCCCO2)c1)c1ccc(Br)cc1	6
O=C1C=C(c2ccccc2)CC(/C=C/c2ccccc2)=N1	3

Entries shown so far with a cyano group (7):
SMILES	RBX1-CUL1 inh
CC1=NC(c2ccncc2)=NC(C(F)(F)F)(C(F)(F)F)C1C#N (stereo unspecified)	-2
COc1ccccc1C(=O)N(C)c1nc(-c2ccccc2)cc(-c2ccccc2)c1C#N	4
COc1ccc(C2c3c(n[nH]c3C)OC(=N)C2C#N)cc1CSc1ccccn1 (stereo unspecified)	4
COc1ccc(OCc2nc(C#N)c(NCc3ccc(F)cc3)o2)cc1	3
N#Cc1c(N)nc2sc(C(=O)C34CC5CC(CC(C5)C3)C4)c(N)c2c1-c1cccs1	4
COc1cc(OC)nc(-n2nc(SC)c(C#N)c2N)n1	4
CS(=O)(=O)N(CCC#N)Cc1ccc(C=C2C(=O)c3ccccc3C2=O)o1	7
